HttQ103 aggreg = reduces HttQ103-GFP aggregates in PC12 cells. PC12 HttQ103-GFP aggregates, Acumen cytometry, 40 h. Potency, µM (highest dose often 46.1 µM), for the others: at the top dose activity change, negative = inhibition, hits mostly inhibitors. 1.1% of 220,000 active. AID 1688; note: potency is the fitted concentration of half-maximal effect; % is set by controls: 0 for no effect and ±100 for the full control effect; nearly all actives have a fitted effect of over 60% in size
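Multiplexed with ATP-based cell death, this channel scores GFP aggregates in PC12 cells expressing inducible HTTex1-Q103-GFP. Induction used 100 nM tebufenozide; compounds were tested in concentration series.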
CBFb-RUNX1 inh = blocks binding between human CBF-beta and RUNX1; AlphaScreen CBFb-His/RUNX1-biotin binding, biochemical; 230,000 tested, under 10 active; Q01196+Q13951; Potency, µM (top dose mostly 59.8 µM), inactives show top-dose activity, negative = inhibition, usual class: inhibitors; note: % of control where 0% means no effect
Target sequence (Q01196 whole entry, looked up): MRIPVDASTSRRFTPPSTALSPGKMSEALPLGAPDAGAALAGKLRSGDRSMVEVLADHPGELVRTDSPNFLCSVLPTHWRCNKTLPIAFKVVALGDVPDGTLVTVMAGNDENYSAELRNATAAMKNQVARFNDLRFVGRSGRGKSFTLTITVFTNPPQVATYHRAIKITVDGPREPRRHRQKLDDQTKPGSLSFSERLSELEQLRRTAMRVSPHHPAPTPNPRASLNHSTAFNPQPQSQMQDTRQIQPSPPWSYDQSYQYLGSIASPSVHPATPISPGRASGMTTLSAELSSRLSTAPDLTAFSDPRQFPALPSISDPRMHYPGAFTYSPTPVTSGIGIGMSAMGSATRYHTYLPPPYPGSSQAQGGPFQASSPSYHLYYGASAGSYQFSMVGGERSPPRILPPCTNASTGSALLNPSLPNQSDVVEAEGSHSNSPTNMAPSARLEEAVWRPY
Target sequence (Q13951 whole entry, looked up): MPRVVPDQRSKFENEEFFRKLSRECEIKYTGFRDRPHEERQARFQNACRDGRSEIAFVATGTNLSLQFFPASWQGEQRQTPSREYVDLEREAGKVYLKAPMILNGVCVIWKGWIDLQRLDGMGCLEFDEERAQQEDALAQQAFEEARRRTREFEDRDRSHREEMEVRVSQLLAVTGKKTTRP
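Compounds were screened at multiple concentrations against a preformed CBF-beta(His)/RUNX1(biotin) complex (30 nM of each) for 15 min at room temperature, followed by 90 min with nickel and streptavidin beads and AlphaScreen reading.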
LMNA splice mod = changes lamin A minigene splicing in HeLa cells; HeLa LMNA splicing GFP/RFP minigene ratio, 48 h; Potency, µM (highest dose often 46.1 µM), for the others: at the top dose ratio change, negative = inhibition, most hits filed as inhibitors; 0.01% of 200,000 active; AID 1487; active = well fitted inhibition curve with a large enough effect in the signal ratio, with a control signal flat, not every such curve was filed as active; inconclusive = small, poorly fitted or top-dose-only effect, or effect the other way, or a change in a side signal; the % refers to the signal ratio; note: potency is the fitted concentration of half-maximal effect; % is set by controls: 0 for no effect and ±100 for the full control effect
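Read-out is the ratio of GFP to DsRed2 object intensity, acquired by 488 nm laser-scanning cytometry on HeLa lamin A-EGFP minigene reporter cells. Compound incubation 48 hrs at 37 °C in Opti-MEM with 2% FBS; DMSO 0.5% final.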
NPSR antag = antagonists of human neuropeptide S receptor cAMP signaling; Q6W5P4; CHO-NPSR cells, cAMP TR-FRET, antagonist mode; Potency, µM (top dose mostly 38.3 µM), for inactives: top-dose activity change, negative = inhibition, most hits filed as inhibitors; 1% of 220,000 active; AID 1461; note: potency is the fitted concentration of half-maximal effect; % is set by controls: 0 for no effect and ±100 for the full control effect; nearly all actives have a fitted effect of over 50% in size; many of its hits are not listed in these tables
Target sequence (Q6W5P4 whole entry, looked up): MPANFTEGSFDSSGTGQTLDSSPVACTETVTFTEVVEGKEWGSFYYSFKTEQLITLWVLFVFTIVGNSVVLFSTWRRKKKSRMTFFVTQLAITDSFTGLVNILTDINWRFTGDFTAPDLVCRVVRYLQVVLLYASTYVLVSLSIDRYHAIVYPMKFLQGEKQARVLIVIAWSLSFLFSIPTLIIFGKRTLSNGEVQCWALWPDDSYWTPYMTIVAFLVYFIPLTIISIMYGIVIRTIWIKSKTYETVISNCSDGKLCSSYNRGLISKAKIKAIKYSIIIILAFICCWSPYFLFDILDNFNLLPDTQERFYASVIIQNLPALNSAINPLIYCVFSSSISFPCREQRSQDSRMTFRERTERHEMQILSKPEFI
KinaseGlo FLuc = counter-screen: inhibitors of Kinase-Glo firefly luciferase. Q27757. Kinase-Glo luciferase, ATP luminescence, 8 min. Potency, µM (highest dose often 38.3 µM), inactives show at the highest dose activity change, negative = inhibition, usual class: inhibitors. 0.28% of 200,000 active. AID 1379; note: potency is the fitted concentration of half-maximal effect; % is set by controls: 0 for no effect and ±100 for the full control effect; nearly all actives have a fitted effect of over 60% in size
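Recombinant Kinase-Glo luciferase, 10 uM ATP (linear range), luciferin; imidazole pH 7.2 / KCl / MgCl2 / Tween / BSA buffer; 8 min RT; luminescence.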
Epigenetic reg = derepresses silenced GFP reporter in murine cells. murine LDR cells, GFP reporter derepression, 30 h. Potency, µM (titrated, usually from 53.9 µM), for the others: top-dose GFP activation, hits mostly activators. 0.2% of 280,000 active. AID 1865; note: potency is the fitted concentration of half-maximal effect; % of control where 0% means no effect; nearly all actives have a fitted effect of over 60% in size
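Murine LDR cells carrying a silenced, genomically integrated CMV-driven GFP reporter were exposed to compound for 30 hours at 37 C. After PBS washes, GFP-positive cells (20–120 um objects) were counted by laser-scanning microplate cytometry.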
IMPase Li inh = membrane-permeable IMPase blocker, potentiated with lithium; Potency, µM (top dose mostly 59.4 µM), for inactives: at the highest dose activity, negative = IMPase inhibition, most hits filed as inhibitors; CHO-M1 cells, IP1 TR-FRET (IP-One), carbachol + lithium; AID 1457; 0.35% of 210,000 active;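 note: IP1 builds up when IMPase is blocked and the TR-FRET signal falls; potency is the fitted concentration of half-maximal effect; plate controls were basal vehicle for no effect and high inhibitor control for full effect; nearly all actives have a fitted effect of over 50% in size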
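CHO-M1, 2000 cells/well, 16–30 h culture; cpd + low Li+, 30 min 37C; lysis with d2-IP1/Eu-anti-IP1 Ab, 10 min RT; TR-FRET 665/620 ratio and 620 channel; AC50 via Hill.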
* hit, by the source's call; ? = inconclusive; . = no result given; [ ] = remark or other dose. Unless noted, calls come from the whole dose curve; as a rule, active = well fitted curve in the direction sought with a large enough effect; inconclusive = small, poorly fitted or top-dose-only effect, or another doubt; inactive = no such curve, though single readings can be large; an effect the other way counts as inactive or inconclusive.

entry | SMILES | HttQ103 aggreg | CBFb-RUNX1 inh | LMNA splice mod | NPSR antag
1 | CCOC(=O)C1C(C(=O)OC)=C(CC(C)C)c2ccccc2N1S(=O)(=O)C(F)(F)F (configuration not stated) | . | 18.9% | . | .
2 | O=C(NC(=S)N1CCN(c2ccccn2)CC1)c1ccccc1 | -4.6% | -11.9% | -4.6% | 5.4%
3 | Cc1c(NC(=O)C2(c3ccccc3)CCCC2)c(=O)n(-c2ccccc2)n1C | -3.3% | 2.5% | 1.0% | -11.8%[46.1 µM]
4 | CC(C)C(C(=O)Nc1ncn[nH]1)N1C(=O)c2ccccc2C1=O (configuration not stated) | -18.4% | 0.6% | 7.5% | -0.9%[46.1 µM]
5 | COC(=O)c1ccc(Cl)c(NC(=O)c2ccc(-c3ccccc3)cc2)c1 | 0.0% | 0.9% | 12.9% | -2.3%[46.1 µM]
6 | COc1cc(/C=N/Nc2snc(SC)c2C#N)cc(OC)c1OC | -12.0% | 1.1% | -3.4% | -7.8%[46.1 µM]
7 | COc1cc(C2C(C#N)=C(N)Oc3c2ccc2ccccc32)ccc1OCC(=O)Nc1ccc(C)cc1 (configuration not stated) | -19.2% | -2.1% | -26.4% | -25.9%
8 | CC1Cc2ccccc2N1CC(=O)Nc1ccc2c(c1)OCO2 (configuration not stated) | 17.1% | -5.2% | -7.4% | -9.0%[46.1 µM]
9 | CC(NC(=O)c1cnc2n(c1=O)CCS2)c1ccccc1 (configuration not stated) | -14.3% | 0.8% | -7.6% | -11.2%[46.1 µM]
10 | O=C(NNC1CC(=O)N(c2ccc(Cl)cc2)C1=O)c1ccccn1 (configuration not stated) | -2.9% | -15.7% | . | 16.0%
11 | CC(=O)NC(NC(=S)N1CCCCCC1)C(Cl)(Cl)Cl (configuration not stated) | -10.4% | ? | ? | -7.6%
12 | CCOc1ccccc1C(=O)N(CN1CCCC1=O)c1ccc(C)c(Cl)c1 | -12.1% | 0.6% | ? | -16.5%[46.1 µM]

entry | KinaseGlo FLuc | Epigenetic reg | IMPase Li inh
1 | 2.5%[39.9 µM] | -1.5% | 16.0%
2 | 1.2% | -1.6% | -0.9%
3 | -1.9% | 2.6% | 15.4%[38.3 µM]
4 | -3.4% | 0.0% | 18.5%[38.3 µM]
5 | -2.3% | -2.3% | -31.0%[38.3 µM]
6 | -4.7% | 1.4% | 19.0%[38.3 µM]
7 | -0.7% | 2.2% | 6.5%
8 | -1.5% | -1.7% | 23.9%[38.3 µM]
9 | -0.6% | 0.0% | -4.8%[38.3 µM]
10 | 1.2% | -6.7% | 0.8%
11 | 1.0% | -5.4% | -1.5%
12 | -4.6% | 1.9% | -4.5%[38.3 µM]

Quoted from the listing.
Value of `COc1cc(/C=N/Nc2snc(SC)c2C#N)cc(OC)c1OC` in NPSR antag: -7.8%[46.1 µM]
Value of `Cc1c(NC(=O)C2(c3ccccc3)CCCC2)c(=O)n(-c2ccccc2)n1C` in CBFb-RUNX1 inh: 2.5%
Value of `CCOc1ccccc1C(=O)N(CN1CCCC1=O)c1ccc(C)c(Cl)c1` in Epigenetic reg: 1.9%

Back to the main list, repeating the 2 entries before the break.
entry | SMILES | HttQ103 aggreg | CBFb-RUNX1 inh | LMNA splice mod | NPSR antag
11 | CC(=O)NC(NC(=S)N1CCCCCC1)C(Cl)(Cl)Cl (configuration not stated) | -10.4% | ? | ? | -7.6%
12 | CCOc1ccccc1C(=O)N(CN1CCCC1=O)c1ccc(C)c(Cl)c1 | -12.1% | 0.6% | ? | -16.5%[46.1 µM]
13 | COc1ccc(C(=O)N/C(=C/c2cccs2)C(=O)NC(C)(C)C)cc1OC | 6.7%[9.22 µM] | 2.6% | 5.3%[46 µM] | -5.3%
14 | CCCn1c(SCC(=O)Nc2c(C)cccc2C)nnc1C(C)C | -0.8%[9.22 µM] | -1.2% | -1.2% | -4.3%[46.1 µM]
15 | CCOc1ccc(C(=O)COC(C)=O)cc1 | -2.5% | 2.7% | 1.7% | -0.5%[46.1 µM]
16 | CCOC(=O)C(CC)(CC)/C(C)=N/NC(=O)CC#N | 0.8% | 3.2% | 11.1% | -3.0%[46.1 µM]
17 | COc1ccc(S(=O)NC2CCCCC2)c(OC)c1C (configuration not stated) | -2.7% | 6.4% | -0.4% | -1.6%[46.1 µM]
18 | CC1CCCN(C(=O)c2sc3cc([N+](=O)[O-])ccc3c2Cl)C1 (configuration not stated) | -20.1% | -11.8% | 7.8%[0.0737 µM] | -25.0%[46.1 µM]
19 | CC(=O)c1ccccc1C(=O)NCc1cccnc1 | -6.8% | 0.1% | -10.0% | 14.2%
20 | COc1ccc(C2NC(=O)NC(c3ccccc3)=C2c2nc3ccccc3s2)cc1 (configuration not stated) | ? | -22.6% | -6.9% | -20.2%[46.1 µM]
21 | Clc1ccc(-c2nc3ccccc3n2OCc2ccccc2)cc1 | -22.9% | 2.4% | -7.0% | ?
22 | O=C(Nc1cccc(O)c1)c1ccc(Br)c(S(=O)(=O)N2CCCCC2)c1 | 0.9% | -1.5% | 0.8% | 3.2%[46.1 µM]
23 | Cc1ccc2nc(C)c(C(=O)N/N=C/c3cccs3)n2c1 | 0.3% | -7.7% | ? | -1.5%
24 | O=C(c1noc2c1CCc1ccccc1-2)N1CCCc2ccccc21 | 17.8% | 8.6% | ? | ?

entry | KinaseGlo FLuc | Epigenetic reg | IMPase Li inh
11 | 1.0% | -5.4% | -1.5%
12 | -4.6% | 1.9% | -4.5%[38.3 µM]
13 | -2.4% | -5.7% | 11.1%
14 | -3.5% | 0.2% | 3.9%[38.3 µM]
15 | -1.0% | -1.1% | -3.0%[38.3 µM]
16 | 0.6% | -0.1% | 29.0%[38.3 µM]
17 | -2.7% | 0.0% | 0.5%[38.3 µM]
18 | -2.5% | -2.0% | 12.0%[38.3 µM]
19 | -0.7% | -1.3% | -5.4%
20 | -3.3% | -3.6% | 1.1%[38.3 µM]
21 | -2.8% | -1.2% | 19.3%[38.3 µM]
22 | -8.4% | 4.6% | -1.2%[38.3 µM]
23 | -1.2% | 2.2% | 4.9%
24 | 1.6% | 0.0% | 23.4%[38.3 µM]

Next structures follow.
entry | SMILES | HttQ103 aggreg | CBFb-RUNX1 inh | LMNA splice mod | NPSR antag
25 | Nn1c(SCc2cc([N+](=O)[O-])cc3c2OCOC3)nnc1-c1cccnc1 | -5.3% | -2.9% | 0.2%[46 µM] | -5.0%
26 | COC(=O)c1ccc(-n2nnnc2SCC(=O)Nc2ccccc2OC)cc1 | 12.2% | -1.1% | -1.9% | -19.5%[46.1 µM]
27 | CCN(CC)CCNC(=O)c1c(C)n(-c2ccccc2)c2cc(Br)c(OC)cc12 | ? | -19.5% | ? | -16.1%[46.1 µM]
28 | Cc1ccc(C(C2C(=O)CC(C)(C)CC2=O)C2C(=O)CC(C)(C)CC2=O)s1 | 11.9% | -4.8% | ? | -13.4%[46.1 µM]
29 | Cc1n[nH]c(C)c1S(=O)(=O)N1CCC(C(=O)O)CC1 | 9.6% | -2.2% | 1.9% | 3.1%[46.1 µM]
30 | CC(C)[C@H](NC(=O)NCc1ccc(F)cc1)C(=O)O | -3.5%[9.22 µM] | 1.3% | . | 16.8%
31 | OCCNc1nc(-c2ccccc2)c2cc(Cl)ccc2n1 | -7.3%[9.22 µM] | 6.8% | . | 35.0%
32 | O=C(NNS(=O)(=O)c1ccccc1[N+](=O)[O-])c1ccc(O)cc1 | -2.0% | 2.1% | 29.3% | -18.2%[46.1 µM]
33 | CCC(c1ccccc1)c1nc(-c2ccccn2)no1 (configuration not stated) | -5.9% | 6.2% | 13.4% | -21.1%[46.1 µM]
34 | CN1CCN(CC(O)COc2ccc(Cl)cc2)CC1 (configuration not stated) | -10.4%[9.22 µM] | -0.1% | 1.8% | 0.1%[46.1 µM]
35 | Cc1noc(C)c1C(=O)N1CCN(Cc2ccc3c(c2)OCO3)CC1 | 11.2% | 5.7% | 6.3% | -16.4%[46.1 µM]
36 | CCS(=O)(=O)c1nc(S(=O)(=O)c2ccc(Cl)cc2)c(N2CCc3ccccc3C2)s1 | 16.7% | -13.5% | ? | -2.2%

entry | KinaseGlo FLuc | Epigenetic reg | IMPase Li inh
25 | -2.7% | 0.0% | 1.6%
26 | 1.7% | 0.0% | -8.9%[38.3 µM]
27 | -0.1% | 0.9% | -27.4%[38.3 µM]
28 | -1.0% | 2.5% | -6.6%[38.3 µM]
29 | -5.2% | -0.2% | 8.2%[38.3 µM]
30 | . | -1.0% | .
31 | -0.8% | 1.2% | 11.7%
32 | 5.1% | -0.1% | 43.5%[activator][38.3 µM]
33 | -2.4% | 1.5% | 1.0%[38.3 µM]
34 | 0.8% | -4.5% | -11.7%[38.3 µM]
35 | -3.7% | 0.9% | 22.3%[38.3 µM]
36 | 2.4% | -3.2% | 4.3%

Other results:
entry | SMILES | HttQ103 aggreg | CBFb-RUNX1 inh | LMNA splice mod | NPSR antag
37 | O=C(Cn1cnc2c(nnn2Cc2ccccc2F)c1=O)NCC1CCCO1 (configuration not stated) | -5.1% | 0.9% | 3.3% | 14.9%
38 | COc1ccc(NC(=S)NC2CCN(Cc3ccccc3)CC2)cc1OC | -14.2% | 6.4% | 18.2%[46 µM] | 8.2%
39 | CCOC(=O)N1CCC(NC(=O)CC(NS(=O)(=O)c2ccc(Cl)cc2)c2ccco2)CC1 (configuration not stated) | -1.0% | 5.3% | 0.3% | -10.7%[46.1 µM]
40 | CC1(C)CC(C(CCN(Cc2ccccc2)C(=O)c2ccco2)c2ccc(F)cc2)CCO1 (configuration not stated) | ? | 6.3% | ? | ?
41 | COc1cc(OC)cc(C(=O)NC(C(=O)O)C23CC4CC(CC(C4)C2)C3)c1 (configuration not stated) | -8.4% | 1.8% | -18.5%[46 µM] | -4.7%
42 | Cc1ccccc1S(=O)(=O)Oc1ccccc1C(=O)Oc1ccccc1 | 7.5% | 21.5% | 5.4% | -21.5%[46.1 µM]
43 | COCCn1c(Sc2nc(C)cs2)nc2c1c(=O)[nH]c(=O)n2C | -7.3% | 10.1% | -5.3% | -12.2%[46.1 µM]
44 | Cc1csc(SCC(=O)NC(=O)Cc2ccccc2)n1 | 0.4% | -6.5% | -4.8% | -2.5%[46.1 µM]

entry | KinaseGlo FLuc | Epigenetic reg | IMPase Li inh
37 | 3.9% | -1.0% | -1.8%
38 | 2.8% | -0.3% | 2.0%
39 | -0.3% | 0.1% | -5.2%[38.3 µM]
40 | -3.2% | -2.2% | 18.7%
41 | 0.5% | -0.3% | 4.2%
42 | -3.2% | -3.4% | -7.3%[38.3 µM]
43 | 4.9% | 0.4% | 18.9%[38.3 µM]
44 | -0.1% | 1.3% | -1.9%

Screening results (PubChem)

An excerpt, so the mix of outcomes need not match the whole.
